PKA-R2B act – PKA-R2B complex activation. activation, % at 11.4 µM. PKA-R2B holoenzyme dissociation, Cy5-IP20 fluorescence polarization; R2B truncated from residue 108, S112A mutant; 0% DMSO only, 100% 113 µM cGMP. 340,000 compounds, 0.079% hits;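 active = activation above a cutoff set at the mean over all compounds plus 3 SD, cut at about 18% in these data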;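 also: higher means more holoenzyme dissociation and a rise in polarization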
Target sequence (P31323 whole entry, looked up, other chains not shown, the tested form may be a part): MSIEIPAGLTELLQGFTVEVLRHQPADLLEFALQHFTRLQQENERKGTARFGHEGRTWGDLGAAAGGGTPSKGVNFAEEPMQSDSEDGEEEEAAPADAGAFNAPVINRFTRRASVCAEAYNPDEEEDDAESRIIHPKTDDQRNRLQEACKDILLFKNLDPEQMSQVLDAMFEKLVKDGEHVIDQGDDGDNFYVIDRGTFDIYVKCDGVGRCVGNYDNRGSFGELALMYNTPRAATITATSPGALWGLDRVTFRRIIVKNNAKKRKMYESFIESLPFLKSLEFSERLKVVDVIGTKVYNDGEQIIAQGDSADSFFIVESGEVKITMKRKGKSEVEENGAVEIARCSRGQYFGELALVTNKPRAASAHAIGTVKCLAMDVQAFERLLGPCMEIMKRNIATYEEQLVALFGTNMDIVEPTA
V-ATPase pH – regulators of yeast V-ATPase proton transport | S. cerevisiae, pHLuorin cytosolic pH fluorescence | response, % at 10 µM | AID 504577 | 350,000 compounds, 0.37% hits; in the data active = response mostly above about 7.3%, no sharp cut-off; inactive = mostly below about 5.4%; also: actives read high; inactives centre near 0; some compounds called inactive have numbers as strong as hits; reference of the scale not given here
Arr AP2 block – blocks beta-arrestin peptide binding to AP2 adaptin. FITC-arrestin peptide / GST-AP2 beads, flow cytometry; AP2 beta2 appendage carries R879A mutation. inhibition, % at 10 µM. 340,000 compounds, 0.31% hits;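 active = inhibition above a set limit, near 3 SD of compounds lacking own fluorescence, cut at about 54% in these data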;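 also: plate controls were DMSO wells for no effect and 5 µM unlabelled arrestin peptide for full effect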
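Assay system: GST-AP2 R879A bound to glutathione beads, E. coli-expressed; Medium: PBS with 0.05% Tween 20 and 0.1% BSA; Also added: fluorescein-tagged arrestin peptide at 50 nM final; Timing: 12 min plus 1 h, RT; Measured by: flow cytometry, FL1 (488/535 nm); Evaluation: percent drop in bead-associated FITC signal.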
DSG3 Ab inh – blocks pemphigus antibody binding to human desmoglein-3 | P32926 | DSG3-coupled beads, scFv-anti-DSG3-GFP binding, flow cytometry; stronger effect = lower value | binding (percent of control), % at 10 µM | 310,000 compounds, 0.48% hits | AID 588358;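 active = binding more than 3 SD below its plate's average and above zero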; also: some compounds called inactive have numbers as strong as hits
HTR5A inv ctr – inverse agonist of human HTR5A in OPRM1-OPRD1 counter-screen; AID 504634; HTR5A cell line, luminescence, inverse agonism; 340,000 compounds, 0.083% hits; inhibition, % at 9.3 µM; in the data active = inhibition mostly above about 23%, no sharp cut-off; inactive = mostly below about 18%;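 also: 0% = cells with DMSO and 100% = no-cell wells with DMSO; some compounds called inactive have numbers as strong as hits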
Target sequence (P47898 whole entry, looked up): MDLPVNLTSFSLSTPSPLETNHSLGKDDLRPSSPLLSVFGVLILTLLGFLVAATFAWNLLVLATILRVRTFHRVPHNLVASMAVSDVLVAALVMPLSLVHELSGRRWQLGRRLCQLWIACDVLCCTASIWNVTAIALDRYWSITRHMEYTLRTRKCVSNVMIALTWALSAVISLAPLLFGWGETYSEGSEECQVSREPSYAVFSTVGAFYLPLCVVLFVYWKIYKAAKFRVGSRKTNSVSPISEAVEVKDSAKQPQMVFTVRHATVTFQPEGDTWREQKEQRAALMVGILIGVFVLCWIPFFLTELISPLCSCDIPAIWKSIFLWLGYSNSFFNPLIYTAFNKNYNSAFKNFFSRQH
HTR5A ag – HTR5A agonism, opioid heterodimer counter-screen. P47898. HTR5A agonist assay, luminescence, cell-based. activation, % at 9.3 µM. 340,000 compounds, 0.61% hits; in the data active = activation mostly above about 9.5%, no sharp cut-off; inactive = mostly below about 7.6%;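 also: 0% = cells with vehicle only and 100% = reference agonist; strong numbers were not always called active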
DAGLB inhibitor – diacylglycerol lipase beta (human) inhibition; Q8NCG7; HEK293T DAGLB membrane lysate, EnzChek fluorogenic substrate; inhibition, % at 5.17 µM; 340,000 compounds, 0.059% hits; in the data active = inhibition above about 34%;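 also: 0% = enzyme with vehicle and 100% = wells lacking enzyme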
OPRM1-OPRD1 ag – OPRM1-OPRD1 heterodimerization agonism; activation, % at 9.3 µM; 340,000 compounds, 0.3% hits; P35372+P41143; cells, luminescence; in the data active = activation above about 18%;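 also: 0% = vehicle-treated cells and 100% = reference agonist; values of inactives mirror those of a sister screen read the other way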
PKA-R1A act – PKA-R1A complex activation | P00514+P68181 | 340,000 compounds, 0.083% hits | activation, % at 11.4 µM | PKA-R1A dissociation, Cy5-IP20 fluorescence polarization; scaled: DMSO 0%, 113 µM cGMP 100%;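 active = percent activation above the mean of all tested compounds plus 3 SD, cut at about 19% in these data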;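 also: higher means more PKAc released from R1A so a rise in polarization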
MOR-DOR inv ag – inverse agonists of human mu-delta opioid receptor heterodimerization; 340,000 compounds, 0.21% hits; AID 504357; inhibition, % at 9.3 µM; cell-based MOR-DOR heterodimer luminescence, inverse agonism; in the data active = inhibition above about 22%, passing the limit was not always enough;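 also: 0% = cells with DMSO and 100% = wells without cells with DMSO; values of inactives mirror those of a sister screen read the other way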
Active calls of the source: *; . = no result given.

Second line of a record – PKA-R2B act | V-ATPase pH | Arr AP2 block | DSG3 Ab inh | HTR5A inv ctr | HTR5A ag | DAGLB inhibitor | OPRM1-OPRD1 ag | PKA-R1A act | MOR-DOR inv ag
1) CSc1cccc(NC(=O)CN(C)S(=O)(=O)c2ccccc2)c1
  -10 | -3 | 12 | 104 | -8 | 3 | -3 | -0.4 | -11 | 2
2) O=C(Nc1ccccc1)c1nnsc1S(=O)(=O)c1ccc(Cl)cc1
  1 | 4 | 24 | 106 | 9 | 2 | -3 | -6.3 | -8 | 27
3) CC1CCC(NC(=O)CCN2C(=O)C3C4C=CC(C4)C3C2=O)CC1 (stereo not drawn)
  5 | 0 | 0 | . | 5 | 4 | 0 | 1.4 | 3 | -7
4) Cc1csc(SCCn2c(N3CCOCC3)nc3c2c(=O)[nH]c(=O)n3C)n1
  -3 | -1 | 8 | 110 | 10 | -4 | -1 | -1.8 | 11 | 9
5) CCN1C(=O)C(CC(=O)Nc2c(C)cccc2C)Nc2cc(S(=O)(=O)N(C)C)ccc21 (stereo not drawn)
  -1 | 2 | -23 | 103 | -5 | 2 | 2 | -0.2 | -13 | 1
6) CCOc1cc(C2C3=C(CC(C)(C)CC3=O)N(CCCOC)C3=C2C(=O)CC(C)(C)C3)ccc1O
  -9 | -6 | 4 | 117 | -9 | 2 | -1 | -1.1 | -7 | 6
7) CCOC(=O)c1ccc(N=Cc2nc3ccccc3n2C)cc1
  -6 | 4 | -5 | 120 | -24 | 2 | 0 | -1.9 | -7 | 11
8) O=[N+]([O-])c1ccc(Sc2cccc3cccnc23)c([N+](=O)[O-])c1
  0 | 0 | 6 | 102 | -13 | -5 | -4 | -0.5 | 6 | 3
9) CCCc1cc(=O)[nH]c(SCC(=O)N2CCN(c3ccc(F)cc3)CC2)n1
  2 | 2 | 33 | 100 | -4 | -9 | -1 | -1.0 | -6 | 6
10) Cc1ccc(N2CC(NC(=O)N3CCN(C(=O)c4ccco4)CC3)CC2=O)cc1 (stereo not drawn)
  1 | -2 | 11 | 119 | 10 | 0 | -2 | -1.3 | -1 | 8
11) COC(=O)c1ccc(OC(=O)CCN2C(=O)C3C4c5ccccc5C(c5ccccc54)C3C2=O)cc1 (stereo not drawn)
  -11 | -1 | -12 | 97 | 5 | -2 | 0 | -1.4 | -10 | 7
12) O=C(CSCc1ccccc1F)NCc1ccccc1
  2 | -2 | 13 | 101 | -1 | 0 | -2 | -0.3 | 10 | 1
13) CC(C)(C)OC(=O)N1CCCC(C(=O)Nc2cccc(C(=O)N3CCOCC3)c2)C1 (stereo not drawn)
  -11 | 1 | 25 | 103 | -4 | 1 | -7 | -4.0 | 5 | 19
14) COCCN(C(=O)CSc1nnc2cc(C)c3ccccc3n12)c1c(N)n(Cc2ccccc2)c(=O)[nH]c1=O
  2 | 3 | . | . | 24 | 6 | 4 | 0.3 | 18 | -1
15) COC(=O)c1cccc(NC(=O)c2cc3ccccc3o2)c1
  -1 | 3 | 12 | 103 | 16 | -4 | -6 | -0.7 | -9 | 3
16) CC(C)(C)C(=O)Nc1nc2cc3c(cc2s1)OCO3
  -12 | -2 | 3 | 95 | 6 | 1 | -4 | -1.7 | 4 | 9
17) CCc1ccc(N2CN=c3s/c(=C\c4ccccc4)c(=O)n3C2)cc1
  -5 | -4 | 11 | 107 | 2 | -3 | -9 | -2.2 | 4 | 11
18) CCCCNC(=O)c1cc2nc(-c3ccc(OC)cc3)cc(C(F)(F)F)n2n1
  3 | 0 | . | 101 | . | . | -6 | . | -6 | .
19) COc1ccc2c(c1)c(CC(=O)Nc1cc(C)ccc1C)c(C)n2C(=O)c1ccc(Cl)cc1
  -20 | -1 | 28 | 100 | -30 | 1 | -19 | -0.3 | -7 | 1
20) COc1ccc(C(=O)Nc2ccccc2C(=O)N/N=C/c2ccccc2OC)cc1
  2 | -6 | 7 | 102 | 3 | 5 | -8 | -1.2 | -10 | 7
21) CO/N=C/C1C(=O)NN=C1c1ccccc1 (stereo not drawn)
  -6 | 5 | 3 | 106 | 23 | -2 | -2 | -0.1 | -5 | 0
22) O=c1[nH]cc(I)cc1I
  -2 | 2 | 5 | 103 | -10 | 3 | 0 | -1.6 | 2 | 7
23) OCCCc1nc2ccccc2n1CCOc1ccccc1
  2 | 1 | 10 | 96 | 10 | -1 | 1 | -2.9 | -3 | 16
24) O=c1cc(-c2ccccc2)ss1
  4 | -2 | 38 | 93 | -6 | 2 | -4 | -0.8 | 1 | 4
25) O=C(CCCn1c(=S)[nH]c2cc3c(cc2c1=O)OCO3)N1CCN(c2ccc(Cl)cc2)CC1
  -8 | 3 | -4 | . | 7 | -2 | 6 | 2.4 | -8 | -12
26) COC(=O)C1=C(CCc2ccccc2)NC(=O)NC1c1ccc(Br)cc1 (stereo not drawn)
  5 | 6 | -9 | 104 | 0 | 0 | 6 | 7.5 | -12 | -34
27) CCN(C(=O)CCN1C(=O)c2ccccc2C1=O)C1CCCCC1
  7 | -2 | -6 | 101 | -5 | 2 | 4 | 3.3 | -4 | -20
28) Cc1c(O)ccc2c(=O)c(-c3nncn3-c3ccccc3)coc12
  4 | 0 | 16 | 109 | -1 | -1 | -2 | -2.8 | -2 | 14
29) O=S(=O)(c1ccc2c(c1)CCCN2)N1CCCC1
  9 | -2 | -17 | 105 | -14 | -3 | 1 | -1.1 | 4 | 4
30) O=C(O)c1cc(S(=O)(=O)N2CCCC2)ccc1Br
  11 | -2 | -4 | 108 | 32 | 1 | 0 | -1.0 | 7 | 5

(list continues)
Second line of a record – PKA-R2B act | V-ATPase pH | Arr AP2 block | DSG3 Ab inh | HTR5A inv ctr | HTR5A ag | DAGLB inhibitor | OPRM1-OPRD1 ag | PKA-R1A act | MOR-DOR inv ag
31) Cc1ccc(C(=O)Nc2cccc(S(=O)(=O)N3CCCCC3)c2)cc1[N+](=O)[O-]
  -9 | 0 | -7 | 108 | 2 | -1 | -2 | 4.7 | -9 | -18
32) Cc1cccc(OCC(=O)N(Cc2cccs2)C2CCS(=O)(=O)C2)c1C (stereo not drawn)
  -1 | -5 | 42 | . | -30 | 11 | -3 | 1.7 | 0 | -10
33) Cc1c(NC(=O)C(C)Sc2nnc(-c3ccccc3)o2)c(=O)n(-c2ccccc2)n1C (stereo not drawn)
  2 | -2 | 26 | 107 | -15 | 2 | 0 | -0.7 | 6 | 4
34) O=C(CSc1nnc(-c2ccc(F)cc2)o1)N1CCN(C(=O)c2ccco2)CC1
  -20 | -3 | -5 | 107 | 20 | 1 | 1 | -3.3 | -22 | 19
35) COc1cc(C#N)c(NC(=O)CN2CCN(CCO)CC2)cc1OC
  -1 | 0 | 12 | 107 | 12 | 3 | -2 | -3.4 | -2 | 17
36) O=C(O)c1cccc(-n2nnnc2SCc2ccccc2Cl)c1
  -13 | 1 | 3 | 100 | -25 | -4 | 0 | 0.1 | 6 | -1
37) Nc1cccc(-c2cc(-c3ccccc3)nc(-c3cccc(N)c3)n2)c1
  -4 | -3 | 24 | 96 | -25 | 9 | 1 | 3.0 | 3 | -18
38) CNc1nc(Nc2ccc(C)c(Cl)c2)c2cnn(C)c2n1
  -3 | -2 | 20 | 106 | -7 | 2 | -1 | 1.7 | -5 | -8
39) COc1ccc(CNC(=O)CSc2nnc3c(n2)[nH]c2ccc(OC)cc23)cc1
  1 | 4 | -5 | 120 | -18 | 2 | 3 | 0.9 | 0 | -8
40) COC(=O)C1=C(C)N(Cc2ccccc2)C(=NCCc2ccccn2)N[C@H]1c1cccc(C(F)(F)F)c1
  -5 | -2 | -4 | 109 | -21 | 7 | 1 | -1.1 | -6 | 6
41) Cc1ccc(Cn2c(O)c(N=NC(=S)Nc3ccccc3F)c3cc(S(=O)(=O)N4CCOCC4)ccc32)cc1
  -3 | 8 | 26 | 96 | 10 | -3 | 12 | 2.2 | 5 | -11
42) COCC(=O)N1CCC(Oc2ccc(C(=O)N[C@H](C(=O)OC)C(C)C)cc2)CC1
  -6 | 3 | 5 | 100 | 0 | 0 | 2 | -1.6 | 8 | 7
43) CCCCCCn1c(=O)n2n(c1=O)[C@@H]1CN(S(=O)(=O)c3ccc(C)cc3)C[C@]1(O)[C@@H](OC(=O)NCc1ccc(OC)c(OC)c1)C2
  -7 | -1 | . | 110 | . | . | 0 | . | -12 | .
44) Cc1cc(C)c(S(=O)(=O)N2CCCOC2CNC(=O)C(=O)NCc2cccs2)c(C)c1 (stereo not drawn)
  -12 | 4 | 3 | 97 | -9 | 2 | 1 | -1.7 | -8 | 9
45) Cc1ccc(S(=O)(=O)N=S(CC2CC2(Cl)Cl)CC2CC2(Cl)Cl)cc1 (stereo not drawn)
  -15 | -3 | 14 | 99 | -23 | -2 | -2 | -1.5 | -6 | 8
46) Cc1ccccc1C(=O)N1CCC(C(=O)OCc2nc(N)nc(Nc3ccccc3)n2)CC1
  2 | 3 | -13 | 106 | -15 | 6 | 1 | -2.6 | -9 | 11
47) O=C(COc1ccc(Br)cc1)Nc1ccc(N2CCOCC2)cc1N1CCOCC1
  -4 | 3 | 0 | 104 | 6 | 1 | 0 | -1.9 | 1 | 7
48) Cc1cccc(NC(=O)c2nc[nH]c2C(=O)NCc2ccccc2)c1
  13 | -2 | 20 | 104 | -6 | 2 | -3 | 1.0 | -5 | -5
49) CC(C)NC(=S)N/N=C/c1sc(N2CCCCC2)nc1-c1cccs1
  -1 | -4 | -2 | 109 | -4 | 2 | 1 | 5.5 | 1 | -28
50) O=C1NC(=O)/C(=C\c2ccccc2OCc2ccccc2)S1
  0 | 2 | -15 | 98 | 8 | -3 | 10 | -0.9 | 13 | 5
51) S=c1[nH]nc(COc2ccc(Cl)cc2)n1-c1ccc(Cl)cc1
  -11 | -1 | 3 | 113 | -24 | -3 | 3 | 3.8 | -12 | -20
52) Cc1cc(-c2ccc(S(=O)(=O)NCc3ccc(F)cc3)cc2)on1
  -8 | -3 | 5 | 101 | 15 | -4 | -1 | -1.9 | -11 | 9
53) O=C(Nc1nc2c(s1)CCCC2)c1cccc(S(=O)(=O)N2CCCc3ccccc32)c1
  -8 | -3 | 4 | 99 | 1 | -4 | -7 | 1.5 | 3 | -8
54) COCC(C)n1c(C)cc(C(=O)CSc2ncccn2)c1C (stereo not drawn)
  -2 | 3 | 9 | 86 | 11 | -4 | 0 | -2.4 | -3 | 11
55) Cc1cc(=O)n2nc(N3CCC(C(=O)Nc4c(F)c(F)c(F)c(F)c4F)CC3)sc2n1
  -1 | -2 | 37 | 99 | -5 | -3 | 3 | 0.1 | -7 | -1
56) CCN(CC)S(=O)(=O)c1cc(C(=O)Nc2ccncc2)ccc1Cl
  0 | -2 | -2 | 110 | 13 | -6 | 2 | 2.6 | -14 | -16
57) CCOc1ccc(NC(=S)N2CCCN(Cc3cc(C)ccc3C)C2)cc1
  -6 | -2 | 15 | 99 | -6 | 8 | 0 | 0.9 | -9 | -5
58) CC(=O)Nc1ccc(S(=O)(=O)NN=Cc2ccc(Cl)c(Cl)c2)cc1
  -8 | -1 | -4 | 100 | -46 | 12* | 1 | -5.9 | 0 | 30

Screening results: PubChem, several laboratories
